Compound activity as filed in PubChem.
IL1B secr inh = qHTS for Inhibitors of Inflammasome Signaling: IL-1-beta AlphaLISA Primary Screen | 4.7% of 360,000 active | THP-1 LPS/ATP IL-1B secretion, AlphaLISA, 16 h; stronger effect = lower value | activity change, % at 57.5 µM; in the data active = activity change below about -50%; inconclusive = mostly about -30% to -49%; note: % is set by controls: 0 for no effect and ±100 for the full control effect
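THP-1 cells pretreated 1 hr with compounds (up to 57.5 uM final), then stimulated with LPS (250 ng/mL final) plus ATP (1.25 mM final); secreted IL-1B measured by AlphaLISA after 16 hr, decreased signal indicating inhibition.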
DRD3 agonist = qHTS of D3 Dopamine Receptor Agonist: qHTS. D(3) dopamine receptor (Homo sapiens), P35462. D3R DiscoveRx beta-arrestin cells, luminescence, 90 min. max activation, %. 0.58% of 410,000 active; in the data active = max activation above about 30%; note: 0% is about no effect; mostly tested at two doses, the higher about 12 µM
Target sequence (P35462 whole entry, looked up): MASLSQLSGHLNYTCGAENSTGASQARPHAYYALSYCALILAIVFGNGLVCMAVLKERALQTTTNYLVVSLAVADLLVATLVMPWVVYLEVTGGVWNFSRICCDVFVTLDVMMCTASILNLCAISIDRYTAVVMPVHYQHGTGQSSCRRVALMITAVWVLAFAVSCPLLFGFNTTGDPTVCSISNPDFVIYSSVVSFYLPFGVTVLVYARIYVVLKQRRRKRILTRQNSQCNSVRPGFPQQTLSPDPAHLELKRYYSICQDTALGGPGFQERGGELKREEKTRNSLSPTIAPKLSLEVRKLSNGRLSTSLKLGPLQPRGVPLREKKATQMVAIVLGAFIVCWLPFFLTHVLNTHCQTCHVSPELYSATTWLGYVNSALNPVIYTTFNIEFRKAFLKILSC
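Agonist-mode cell screen: cells plated at 1500/well and incubated overnight at 37 °C, then exposed to library compounds for 90 min at 37 °C. Detection reagent was added for 30–60 min at room temperature, and luminescence was read.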
KB-3-1 tox = qHTS assay for MDR1-selective chemotherapeutics: Primary screen using the parental adenocarcinoma cell KB-3-1; Potency, µM (doses to about 46.1 µM), inactives show at the top dose activity change, negative = cytotoxic, usual class: cytotoxic; 1.4% of 400,000 active; KB-3-1 viability, CellTiter-Glo ATP luminescence, 72 h; note: potency is the fitted concentration of half-maximal effect; % is set by controls: 0 for no effect and ±100 for the full control effect; nearly all actives have a fitted effect of over 60% in size
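Cytotoxicity measured as CellTiter-Glo luminescence after 72 h at 37 C. Compound titrations were pinned onto drug-naive KB-3-1 parental adenocarcinoma cells grown in DMEM with 10% FBS, and normalized data fitted to concentration-response curves.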
HT1080-NT tox = qHTS for induction of synthetic lethality in tumor cells producing 2HG: qHTS for the HT-1080-NT fibrosarcoma cell line; Potency, µM (highest dose often 46.1 µM), for the others: at the highest dose activity, negative = less viability, hits mostly cytotoxic; HT-1080-NT fibrosarcoma viability, CellTiter-Glo ATP luminescence, 48 h; AID 686970, 2013; 1.6% of 360,000 active;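 note: NT is the 2HG producing partner of a matched IDH1 knockdown line; potency is the fitted concentration of half-maximal effect; 0% = DMSO-treated cells and -100% = media-only wells without cells; nearly all actives have a fitted effect of over 55% in size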
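Fibrosarcoma NT cells, 750 per well in 5% FBS RPMI, were exposed to compound for 48 hours. Viability: CellTiter-Glo luminescence.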
DRD3 antagonist = qHTS of D3 Dopamine Receptor Antagonist: qHTS | D3R cells, DiscoveRx beta-arrestin luminescence, antagonist mode; stronger effect = lower value | max response, negative = inhibition, % | 2.5% of 360,000 active; in the data active = max response below about -50%; inconclusive = no clear call, values can overlap the other calls; note: % is set by controls: 0 for no effect and ±100 for the full control effect; mostly tested at two doses, the higher about 12 µM
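Cells plated overnight at 1500 cells/well, then exposed to library compounds with dopamine controls for 90 minutes at 37 degrees C. DiscoveRx reagent added for 30–60 minutes at room temperature; luminescence read, quantitative HTS format.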
GLP1R ag = qHTS of GLP-1 Receptor Agonists; Glucagon-like peptide 1 receptor (Homo sapiens), P43220; HEK293 GLP-1R CRE-luciferase, luminescence, 4-6 h; cells express a hypersensitive GLP-1R form; Potency, µM (titrated, usually from 45.6 µM), inactives show top-dose activation, hits mostly activators; 0.007% of 380,000 active; AID 624172, 2012; note: potency is the fitted concentration of half-maximal effect; % of control where 0% means no effect
Target sequence (P43220 whole entry, looked up): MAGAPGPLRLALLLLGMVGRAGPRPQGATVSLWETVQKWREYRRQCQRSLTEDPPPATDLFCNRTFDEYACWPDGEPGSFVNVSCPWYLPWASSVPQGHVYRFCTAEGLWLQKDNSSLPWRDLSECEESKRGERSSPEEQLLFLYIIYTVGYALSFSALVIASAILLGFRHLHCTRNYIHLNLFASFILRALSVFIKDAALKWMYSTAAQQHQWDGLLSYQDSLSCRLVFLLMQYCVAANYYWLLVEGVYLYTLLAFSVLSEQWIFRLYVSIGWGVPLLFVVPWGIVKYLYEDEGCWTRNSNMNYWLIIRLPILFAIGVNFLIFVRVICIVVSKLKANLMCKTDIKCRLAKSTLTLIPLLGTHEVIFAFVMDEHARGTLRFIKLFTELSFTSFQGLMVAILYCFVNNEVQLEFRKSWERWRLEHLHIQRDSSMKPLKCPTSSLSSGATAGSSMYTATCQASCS
HT1080 IDH1KD tx = qHTS for induction of synthetic lethality in tumor cells producing 2HG: qHTS for the HT-1080-IDH1KD cell line. HT-1080 IDH1 knockdown viability, ATP luminescence, 48 h. Potency, µM (titrated, usually from 46.1 µM), for inactives: top-dose activity, negative = toxicity, hits mostly cytotoxic. 2% of 360,000 active;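 note: potency is the fitted concentration of half-maximal effect; 0% = DMSO wells and -100% = cell-free medium wells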
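Cytotoxicity counter-line: IDH1KD HT-1080, 48 h, CellTiter-Glo. Curves classed by r2, magnitude and activity.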
KB-V1 cytotox = qHTS assay for MDR1-selective chemotherapeutics: Primary screen using the drug-selected MDR subline cells KB-V1; KB-V1 MDR cells viability, CellTiter-Glo, 72 h; Potency, µM (titrated, usually from 46.1 µM), for inactives: at the highest dose activity change, negative = cytotoxicity, most hits filed as cytotoxic; 3.4% of 400,000 active; AID 1347076, 2019; note: potency is the fitted concentration of half-maximal effect; % is set by controls: 0 for no effect and ±100 for the full control effect; nearly all actives have a fitted effect of over 60% in size
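Readout: CellTiter-Glo luminescence, 10 min after addition. Cells: KB-V1 MDR subline, 72 h at 37 degrees C with compound. Analysis: corrected, normalized data fitted to concentration-effect curves.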
SW480 rerep = A quantitative high throughput screen for small molecules that induce DNA re-replication in SW480 colon adenocarcinoma cells. 1.8% of 340,000 active. SW480 DNA re-replication, Hoechst DNA content imaging, 48 h. Potency, µM (series often up to 46.1 µM), without a hit: at the top dose re-replication activation, actives largely listed as activators. AID 624297, 2012; note: potency is the fitted concentration of half-maximal effect; % of control where 0% means no effect; nearly all actives have a fitted effect of over 55% in size
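Compounds, transferred as 23 nL by pin tool, were incubated with cells for 48 hr; DNA content per nucleus was then quantified by Hoechst staining and fluorescence plate imaging.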
Active calls of the source: *; u = inconclusive; x = no result given; & = joins results of further samples; [ ] = remark or other dose. Unless noted, calls come from the whole dose curve; as a rule, active = well fitted curve in the direction sought with a large enough effect; inconclusive = small, poorly fitted or top-dose-only effect, or another doubt; inactive = no such curve, though single readings can be large; an effect the other way counts as inactive or inconclusive.

SMILES | IL1B secr inh | DRD3 agonist | KB-3-1 tox | HT1080-NT tox | DRD3 antagonist | GLP1R ag | HT1080 IDH1KD tx | KB-V1 cytotox | SW480 rerep
CCOC(=O)CSc1nc2c(sc(=S)n2-c2ccc(CC)cc2)c(=O)[nH]1 | 72.0 | 3.5 | -4.5% | -26.3% | 100.1 | 3.1% | -28.1% | -4.2% | -5.0%
COc1ccc(Cl)cc1C(=O)NCc1cnn(C)c1C | -0.7 | 3.6 | -8.8% | 3.4% | -2.7 | -1.4% | 7.1% | -0.5% | -6.1%
CCOC(=O)/C(C#N)=C/c1cn(CCC(=O)O)nc1-c1ccc(F)cc1 | 4.4 | -3.1 | -5.0% | 3.4% | 12.9 | -5.1% | 3.1% | 12.0% | -30.2%[inhibitor]
Cc1ccccc1C(=O)NCc1ccncc1 | 20.1 | 7.8 | 14.2% | 10.5% | -13.0 | -0.1% | 5.2% | 23.7% | -6.2%
CC1Cc2ccccc2N1C(=O)/C=C/c1cccc(F)c1 (configuration not stated) | -68.6* | 6.9 | -1.8% | -18.4% | 13.9 | 20.4% | -11.8% | u | -3.1%
CC(=O)Nc1ccc2c(c1)C(=O)c1ccc(Cl)cc1-2 | 19.5 | -6.9 | -27.7% | -0.1% | -27.4 | 9.3% | -17.7% | u | 13.1%
O=C(OCCN1C(=O)c2ccccc2C1=O)c1cc2ccccc2o1 | -7.2 | 3.4 | 0.5% | -3.9% | 21.3 | -7.0% | -3.9% | -3.6% | -3.3%
COc1ccc(CCNS(=O)(=O)c2cccc(C)c2)cc1OC | -2.4 | 11.3 | 0.6% | -4.9%[9.24 µM] | 10.5 | 33.4% | -9.4% | u | -2.2%
O=c1c2cn[nH]c2nc(SCc2ccc3c(c2)OCCO3)n1-c1ccccc1 | -1.5 | -3.6 | u | u | 0.0 | 24.5% | 20.6µM* | u | u
CCCn1c(=S)[nH]c2cc(OC)c(OC)cc2c1=O | -2.5 | -2.8 | 0.2% | -0.9%[9.24 µM] | 24.2 | 8.4% | u | u | u
CCn1c(SCc2cccc(C)c2)nnc1-c1ccc(C)cc1 | -20.5 | 0.5 | 19.8% | -2.3% | 12.0 | 13.4% | -5.3% | 19.2% | -0.5%
c1ccn2c(SCc3ccc4c(c3)OCCO4)nnc2c1 | -6.2 | 1.6 | 4.4% | -2.2% | 9.5 | -2.4% | 0.0% | 0.0% | -16.6%
Cc1ccc(NC(=S)NC2CC3CCCC(C2)N3Cc2cccs2)cc1 (configuration not stated) | -74.1* | -30.1 | -12.2% | u | -70.6* | -1.3% | u | u | 23.5%
Cc1cc(C(=O)CSc2nc3ccccc3c(=O)n2C)c(C)n1Cc1ccc2c(c1)OCO2 | -19.4 | 1.8 | u | 0.7% | 11.9 | -6.8% | 5.8µM* | u | 3.2%
OCCC1CN(Cc2nc(-c3ccc(F)cc3)cs2)CCN1CCc1ccccc1 (configuration not stated) | -9.7 | -10.7 | -9.3% | -7.6% | -8.6 | -0.8% | -16.5% | 0.0% | 18.4%
Cc1cccc(NS(=O)(=O)c2nnc(NC(=O)c3ccc(C)c(C)c3)s2)c1 | 12.3 | -7.8 | -12.2% | -3.4% | 0.7 | -1.5% | -1.6% | 48.5% | -12.5%
CCC(=O)N1CCc2cc(Br)cc(S(=O)(=O)NCCc3ccccc3)c21 | x | -16.9 | -6.1% | x | x | 5.9% | x | -6.5% | x
COC(=O)c1ccsc1-n1cc(C#N)c(=O)n(C)c1=O | -14.8 | 3.7 | 1.8% | 8.8% | 22.6 | 5.6% | 7.1% | 12.7% | -186.6%[inhibitor]
Clc1cccc(Cc2c(-c3ccccc3)nc3c4ccccc4ccn23)c1 | 19.9 | 0.3 | 0.0% | -25.0% | -23.9 | 24.2% | -19.0% | 14.2% | x
CCc1nc2c(OCC(=O)c3ccc(Cl)cc3Cl)cccn2c1N(C=O)Cc1ccccc1 | -7.5 | -10.0 | -0.1% | -10.2% | -27.7 | 2.3% | -11.9% | -2.8% | x
COc1ccc(N(C)C(=O)Cc2c(C(=O)O)[nH]c3ccccc23)cc1 | 37.4 | -2.1 | 9.3% | -3.0% | -8.8 | 0.9% | -3.1% | 12.2% | u
CCOC(=O)[C@H]1[C@H]2COc3ccc(Br)cc3[C@H]2N2C(=O)CN(Cc3ccc(Cl)cc3)C(=O)[C@@]12C | -52.4* | 5.6 | u | -6.8% | 0.0 | 0.3% | -7.8% | u | u
CN(c1cccc(Cl)c1)S(=O)(=O)c1cccc(C(=O)NN2CCOCC2)c1 | 4.5 | -3.3 | 1.6% | 4.5% | 0.0 | 4.8% | 10.0% | -0.7% | -4.9%
O=C(Nc1cc([N+](=O)[O-])ccc1N1CCOCC1)c1cccs1 | 3.4 | -9.7 | -3.3% | -1.1% | -22.0 | -1.6% | -2.4% | -0.3% | 9.0%
FC(F)(F)c1cc(-c2ccc(Cl)cc2)nc2ncnn12 | -12.4 | -3.8 | 2.7% | 1.3% | 0.3 | -6.7% | 0.7% | -4.5% | -0.7%
CCOC(=O)N1CCN(c2ncnc3c2[nH]c2ccc(OC)cc23)CC1 | -0.4 | 7.0 | 5.4% | -8.5% | 9.6 | -7.5% | -20.2% | 14.6µM* | 0.2%
O=C(c1ccco1)N1CCN(Cc2nnc(-c3cccc(Br)c3)o2)CC1 | 25.0 | 16.4 | -1.9% | -4.8% | -3.5 | 13.1% | -3.3% | -8.5% | -19.0%
COC(=O)CCC(=O)NNC(=O)C1CC1(c1ccccc1)c1ccccc1 (configuration not stated) | 22.3 | 6.0 | 22.8% | 5.7% | 5.6 | -2.6% | -2.4% | 14.8% | -16.5%
CC(C)O/C(=N/S(=O)(=O)c1ccc(Cl)cc1)c1ccccc1 | 15.9 | 0.3 | 18.0% | 5.8% | 0.8 | 0.9% | 11.7% | 28.3% | -5.9%
O=C1C2C(C(=O)N1/N=C/c1ccco1)C1C=CC2C12CC2 (configuration not stated) | -13.9 | -5.6 | -8.9% | -1.8% | -14.5 | -10.6% | 10.8% | 0.0% | -11.9%
COC(=O)c1ccc(C(C(=O)NC2CCCCC2)N(Cc2ccccc2)C(=O)Cc2cccs2)cc1 (configuration not stated) | 9.4 | -5.1 | 1.7% | -1.9% | -3.1 | 0.1% | 7.4% | 1.1% | -0.6%
COc1cccc(NC(=O)COC(=O)c2ccc3c(c2)OCCO3)c1 | -6.4 | 5.2 | -4.8% | -2.9% | -12.9 | -6.9% | -1.6% | -2.2% | x
COc1ccc(NC(=S)N(CCN2CCCCC2)Cc2ccco2)cc1 | -3.8 | -13.8 | -2.1% | 0.1% | -18.4 | 3.7% | 15.4% | u | -1.8%
O=C(c1ccccc1)c1cccc(NC(=O)c2ccco2)c1 | -18.4 | -1.0 | 10.8% | 5.2% | -8.8 | 2.3% | 7.0% | -7.4% | -5.1%
Cc1ccc(SCC(=O)Nc2ccc3c(c2)C(=O)NC3=O)cc1 | -18.1 | -4.0 | -0.1% | 3.2% | 13.9 | 11.6% | 2.7% | 15.9% | u
CC(=O)N(c1ccccc1)c1ccccc1[N+](=O)[O-] | 25.2 | 2.6 | -19.5% | 8.0% | 2.8 | 9.6% | 0.4% | -11.3% | x

Next part; it opens with the four that closed the last part.
SMILES | IL1B secr inh | DRD3 agonist | KB-3-1 tox | HT1080-NT tox | DRD3 antagonist | GLP1R ag | HT1080 IDH1KD tx | KB-V1 cytotox | SW480 rerep
COc1ccc(NC(=S)N(CCN2CCCCC2)Cc2ccco2)cc1 | -3.8 | -13.8 | -2.1% | 0.1% | -18.4 | 3.7% | 15.4% | u | -1.8%
O=C(c1ccccc1)c1cccc(NC(=O)c2ccco2)c1 | -18.4 | -1.0 | 10.8% | 5.2% | -8.8 | 2.3% | 7.0% | -7.4% | -5.1%
Cc1ccc(SCC(=O)Nc2ccc3c(c2)C(=O)NC3=O)cc1 | -18.1 | -4.0 | -0.1% | 3.2% | 13.9 | 11.6% | 2.7% | 15.9% | u
CC(=O)N(c1ccccc1)c1ccccc1[N+](=O)[O-] | 25.2 | 2.6 | -19.5% | 8.0% | 2.8 | 9.6% | 0.4% | -11.3% | x
CC(=O)c1cccc(NC(=O)c2ccc3c(=O)n4c(nc3c2)CCCCC4)c1 | 24.3 | -3.5 | 10.8% | 0.0% | -5.3 | 6.1% | 0.9% | u | -0.6%
CCOc1ccccc1C(=O)Nc1cccc2cccnc12 | -8.2 | 1.8 | -0.2% | 0.6% | 2.3 | 22.5% | -2.4% | 1.4% | 17.6%
CCN1C(=O)[C@H]2[C@H]3CN=C(SC)N3[C@@](CC)(C(=O)OC)[C@H]2C1=O | -0.9 | -24.4 | -12.3% | u | 0.0 | -0.9% | 2.5% | 10.4% | u
Nc1ncnc2c1ncn2[C@H]1C[C@H](O)[C@@H](CO)O1 | 4.7 | -17.0 | 0.0%&0.0% | 1.5% | 0.0 | 1.7% | 1.6% | u | -1.6%
CCOC(=O)/C(C#N)=C1/C=Nc2ccccc2N1 | -4.0 | 2.7 | 9.3% | 11.4% | 8.0 | -8.0% | 19.2% | u | -10.3%
Cc1nc(SCC(=O)Nc2ccc(OCc3ccccc3)cc2)n[nH]1 | 4.4 | 3.0 | -0.7% | 7.6% | 15.6 | 6.8% | 2.6% | 7.7% | 50.3%[1.84 µM]
CCCCS(=O)(=O)Nc1ccc2cn[nH]c2c1 | 27.1 | -0.6 | -4.8% | -5.5% | 0.9 | 2.0% | -3.5% | -10.8% | -0.4%
